Screens deposited in PubChem BioAssay by Broad Institute.
SIRT5 inh: inhibitors of human sirtuin-5 desuccinylase. Purified SirT5, succinyl-peptide AMC, trypsin-coupled fluorescence. inhibition, % at 15 µM. 330,000 compounds, 1.1% hits. AID 652115; in the data active = inhibition above about 15%
Target sequence (Q9NXA8 whole entry, looked up): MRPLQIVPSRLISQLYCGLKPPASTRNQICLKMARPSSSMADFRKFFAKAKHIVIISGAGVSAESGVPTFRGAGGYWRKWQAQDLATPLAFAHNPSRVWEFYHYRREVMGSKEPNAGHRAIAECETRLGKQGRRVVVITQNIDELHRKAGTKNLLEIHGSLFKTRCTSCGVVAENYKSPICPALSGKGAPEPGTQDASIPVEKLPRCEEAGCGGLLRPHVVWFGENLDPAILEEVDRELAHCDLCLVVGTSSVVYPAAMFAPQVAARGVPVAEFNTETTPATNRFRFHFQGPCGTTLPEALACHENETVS
S100A4 MyoIIA: S100A4-myosin IIA interaction inhibition. P26447. S100A4/TAMRA-MyoIIA peptide fluorescence polarization. inhibition, % at 10.7 µM. 360,000 compounds, 0.14% hits;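 active = mean inhibition of at least 70% across replicates, with every replicate also reaching that level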
Target sequence (P26447 whole entry, looked up): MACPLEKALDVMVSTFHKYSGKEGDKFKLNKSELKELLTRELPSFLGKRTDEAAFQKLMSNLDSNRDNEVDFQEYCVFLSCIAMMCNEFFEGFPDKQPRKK
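Material: S100A4 monomer protein / Buffer or medium: 50 mM HEPES pH 7.2, 10 mM CaCl2, 100 mM KCl / Times: 5 min incubation before reading / Benchmarks: neutral control DMSO, positive control TFP / Reagent: labelled myosin peptide probe, 5 nM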
esBAF inh: inhibitors of esBAF chromatin remodeling in mouse ES cells. Bmi1-luciferase knock-in reporter, 24 h; 100% = twice the neutral-well signal. reporter increase, % at 12.5 µM. 350,000 compounds, 2% hits. AID 602393; in the data active = activation above about 40%;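 also: 0% = median of the plate's neutral control wells and 100% = double that signal; a rise in the Bmi1 reporter signal indicates esBAF inhibition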
FN deposit inh: fibronectin deposition inhibition; inhibition, % at 12.6 µM; AH1F fibroblasts, Alexa488-fibronectin deposition fluorescence, overnight; 350,000 compounds, 0.086% hits;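 active = mean inhibition across replicates of 30% or more, regardless of how many single replicates reach that level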;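 also: positive control wells lacked labelled fibronectin entirely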
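Assay system: AH1F fibroblasts / Quantity: 10000 cells per well / Medium: DMEM plus 2% serum, read in PBS / Reagent: labelled fibronectin 24 nM / Dosing: single dose, pinned / Times: 1 h cell attachment, overnight exposure to compound and label / Signal: fluorescence, ex 485 nm, em 525 nm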
LGR2 antag: inhibitors of bursicon-induced Drosophila LGR2 receptor cAMP signaling; AID 720647; inhibition, % at 9.99 µM; HEK293 LGR2, CRE-luciferase, bursicon-stimulated, 4 h; 380,000 compounds, 0.35% hits;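 active = drop in luminescence signal, shown as inhibition above about 50% in the replicate tests, limit read from the data, passing the limit was not always enough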;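 also: agonist challenge used bursicon conditioned medium at about half maximal strength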
Statin myotox sup: protects C2C12 myotubes from simvastatin toxicity. ATP luminescence, 48 h; scaled: DMSO 0, geranylgeraniol control 100. rescue of ATP level, % at 7.49 µM. 330,000 compounds, 0.78% hits;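 active = mean ATP rescue above about 67%, or every replicate alone reaching that limit, limit read from the data, passing the limit was not always enough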;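 also: myotubes were challenged with 10 µM simvastatin during compound exposure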
CASP6 VEID inh: inhibitors of human caspase-6; P55212; purified caspase-6, Z-VEID-R110 cleavage fluorescence; inhibition, % at 12.5 µM; 350,000 compounds, 0.53% hits;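 active = mean inhibition across replicates at least about 35%, with every replicate also reaching that limit, limit read from the data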;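 also: 0% = median of neutral control wells and 100% = no fluorescence left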
Target sequence (P55212 24-179 limits assumed): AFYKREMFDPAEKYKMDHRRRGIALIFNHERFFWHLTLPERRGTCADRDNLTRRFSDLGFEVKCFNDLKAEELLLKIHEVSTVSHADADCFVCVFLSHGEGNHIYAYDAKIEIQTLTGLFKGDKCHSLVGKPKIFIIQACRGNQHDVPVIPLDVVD
Target sequence (P55212 194-293 limits assumed): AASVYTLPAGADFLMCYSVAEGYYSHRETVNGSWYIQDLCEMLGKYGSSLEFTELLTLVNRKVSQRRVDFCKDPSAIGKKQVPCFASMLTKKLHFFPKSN
* marks the source's active call; other numbers are inactive results. A portion of the library (hit frequency here may not be typical).

Screening C[C@H](CO)N1C[C@H](C)[C@@H](CN(C)Cc2ccc(C(=O)Nc3ccccc3N)cc2)Oc2ccc(NC(=O)Cn3cnnn3)cc2CC1=O returned SIRT5 inh 3, S100A4 MyoIIA 6, esBAF inh -4, LGR2 antag -9, Statin myotox sup -17 and CASP6 VEID inh 2.
CCOC(=O)N1CCN(C(=O)/C(=C/c2cccc3ccccc23)NC(=O)c2ccc(OC)cc2)CC1 was read as SIRT5 inh 5, S100A4 MyoIIA 0, esBAF inh 14, LGR2 antag -20, Statin myotox sup 26 and CASP6 VEID inh 3.
`C[C@@H]1CN([C@H](C)CO)C(=O)Cc2cc(NC(=O)Nc3ccc(C(F)(F)F)cc3)ccc2O[C@H]1CN(C)CC1CC1` gave SIRT5 inh -5, S100A4 MyoIIA -16, esBAF inh 0, LGR2 antag 9, Statin myotox sup 0 and CASP6 VEID inh -5.
For CN(C)c1ccc(/C=C2\SC(=O)N(CCc3nnc(N)s3)C2=O)cc1 the results were SIRT5 inh -2, S100A4 MyoIIA 5, FN deposit inh -3, LGR2 antag 89* and CASP6 VEID inh -1.
Screening COc1ccc(N2CCN(C(=O)c3cccc(NS(=O)(=O)c4cccc(F)c4)c3)CC2)cc1 returned SIRT5 inh 0, S100A4 MyoIIA -10, esBAF inh 0, LGR2 antag 8, Statin myotox sup 7 and CASP6 VEID inh 1.
`Cc1cccc(N2CCN(C(=S)Nc3ccc4nc(N5CCN(C)CC5)cc(C)c4c3)CC2)c1C` gave SIRT5 inh -1, S100A4 MyoIIA 4, esBAF inh -72, FN deposit inh 4, LGR2 antag 7, Statin myotox sup 32 and CASP6 VEID inh -17.
Cc1cc(NC(=O)CSc2nc(=O)n(CCN(C)C)c3c2CCCC3)no1 was read as SIRT5 inh -3, S100A4 MyoIIA -2, esBAF inh 10, FN deposit inh 9, LGR2 antag 15, Statin myotox sup -14 and CASP6 VEID inh 0.
`COc1ccc(C(O)c2nccc3cc(OC)c(OC)cc23)cc1OC` (configuration not stated) gave SIRT5 inh 4, S100A4 MyoIIA 5, FN deposit inh -2, LGR2 antag -5 and CASP6 VEID inh 19.
`COc1ccc(CNC(=O)C[C@H]2C[C@H](C(=O)N(C(C)C)C(C)C)[C@@]3(C)c4[nH]c5ccc(Cl)cc5c4CCN3C2=O)cc1OC` gave S100A4 MyoIIA 0, esBAF inh 9, LGR2 antag 0, Statin myotox sup -3 and CASP6 VEID inh 1.
For CCCCOc1cccc(-c2cc(C(=O)NNC(=S)NCC)c3ccccc3n2)c1 the results were esBAF inh 2, FN deposit inh 2 and Statin myotox sup 6.
`CS(=O)(=O)Nc1ccc2c(c1)[C@H]1C[C@H](CC(=O)NCc3ccccc3)O[C@@H](CO)[C@H]1O2` gave SIRT5 inh -1, S100A4 MyoIIA 9, esBAF inh 4, FN deposit inh -8, LGR2 antag 1, Statin myotox sup 3 and CASP6 VEID inh 2.
`CCCCOc1ccc(C(=O)NCCOc2cccc(OC)c2)cc1` gave SIRT5 inh -2, S100A4 MyoIIA -9, esBAF inh 1, FN deposit inh -12, LGR2 antag 5, Statin myotox sup -1 and CASP6 VEID inh 0.
For CCCNC(=O)Nc1ccc2c(c1)OC[C@@H](C)N(C(=O)C1CCC1)C[C@H](C)[C@H](OC)CN(C)C2=O the results were SIRT5 inh -1, S100A4 MyoIIA -25, esBAF inh -1, FN deposit inh -2, LGR2 antag -1, Statin myotox sup 6 and CASP6 VEID inh -1.
CCOc1ccc(NC2c3ccccc3C(=O)N2Cc2ccc3c(c2)OCO3)cc1 (configuration not stated) was read as SIRT5 inh -1, S100A4 MyoIIA -1, esBAF inh -3, FN deposit inh 9, LGR2 antag 24, Statin myotox sup 28 and CASP6 VEID inh 0.
For CCCC#Cc1ccc2c(c1)O[C@@H](CN(C)Cc1ccc3c(c1)OCO3)[C@@H](C)CN([C@@H](C)CO)S2(=O)=O the results were SIRT5 inh -1, S100A4 MyoIIA 17, esBAF inh -7, FN deposit inh -2, LGR2 antag -1, Statin myotox sup 3 and CASP6 VEID inh 2.
`CCn1c(SCC(=O)O)nnc1-c1cc2c(C)nn(-c3ccccc3)c2s1` gave SIRT5 inh 4, S100A4 MyoIIA 0, esBAF inh -15, LGR2 antag 14, Statin myotox sup -5 and CASP6 VEID inh 6.
COc1ccc(-c2c(-c3ccccc3OC)sc3ccccc23)cc1C=O was read as SIRT5 inh -2, S100A4 MyoIIA 1, esBAF inh 23, FN deposit inh -10, Statin myotox sup 12 and CASP6 VEID inh 4.
For COC(=O)c1c(NC(=O)c2ccco2)sc2c1CCN(C(C)C)C2 the results were SIRT5 inh -1, S100A4 MyoIIA -6, esBAF inh 2, FN deposit inh -1, LGR2 antag 11, Statin myotox sup -12 and CASP6 VEID inh -6.
For C[C@@H]1CN([C@H](C)CO)C(=O)c2cc(NC(=O)CCCN(C)C)ccc2O[C@@H]1CN(C)C(=O)Nc1ccc2c(c1)OCO2 the results were SIRT5 inh -1, S100A4 MyoIIA 2, esBAF inh 7, FN deposit inh -1, LGR2 antag -3, Statin myotox sup -12 and CASP6 VEID inh -4.
For CSc1ccccc1NC(=O)c1cc2c(=O)n3ccccc3nc2s1 the results were SIRT5 inh -1, S100A4 MyoIIA -2, esBAF inh 14, FN deposit inh 3, LGR2 antag -19, Statin myotox sup -3 and CASP6 VEID inh 0.

Grouped by structure: those above containing fluorine (2)
`C[C@@H]1CN([C@H](C)CO)C(=O)Cc2cc(NC(=O)Nc3ccc(C(F)(F)F)cc3)ccc2O[C@H]1CN(C)CC1CC1` gave SIRT5 inh -5, S100A4 MyoIIA -16, esBAF inh 0, LGR2 antag 9, Statin myotox sup 0 and CASP6 VEID inh -5.
Screening COc1ccc(N2CCN(C(=O)c3cccc(NS(=O)(=O)c4cccc(F)c4)c3)CC2)cc1 returned SIRT5 inh 0, S100A4 MyoIIA -10, esBAF inh 0, LGR2 antag 8, Statin myotox sup 7 and CASP6 VEID inh 1.

Other records follow.
COc1ccc(S(=O)(=O)N[C@H]2C=C[C@H](CC(=O)NCc3ccccc3F)O[C@@H]2CO)cc1 was read as SIRT5 inh 9, S100A4 MyoIIA 55, esBAF inh -8, FN deposit inh -5, LGR2 antag -2, Statin myotox sup -3 and CASP6 VEID inh -2.
Screening C[C@@H]1CN([C@@H](C)CO)C(=O)c2cc(NC(=O)C3CCCCC3)ccc2O[C@@H](C)CCCCO[C@H]1CN(C)C(=O)Nc1ccc2c(c1)OCO2 returned SIRT5 inh 7, S100A4 MyoIIA 1, esBAF inh 8, LGR2 antag -28 and CASP6 VEID inh 1.
Screening CC(C)c1nnc(NC(=O)CCC(=O)NCc2ccco2)s1 returned esBAF inh -4, LGR2 antag 1 and Statin myotox sup -8.
Screening N#C/C(=C\c1cccs1)C(=O)Nc1nccs1 returned SIRT5 inh 3, S100A4 MyoIIA -1, esBAF inh 119*, FN deposit inh 0, LGR2 antag -18, Statin myotox sup 5 and CASP6 VEID inh 9.
COC(=O)C1=C(C(C)=O)C(c2ccc(C)cc2)n2nnnc2N1 (configuration not stated) was read as esBAF inh -2, FN deposit inh 9 and Statin myotox sup 8.
Screening CCC(NC(=O)OCc1ccccc1)C(=O)Oc1ccc2ccc(=O)oc2c1 (configuration not stated) returned SIRT5 inh -151, S100A4 MyoIIA -1, esBAF inh -4, FN deposit inh 9, LGR2 antag -11, Statin myotox sup 2 and CASP6 VEID inh 3.
`COCCNC(=O)c1ccccc1NC(=O)c1cc(OC)cc(OC)c1` gave SIRT5 inh 1, S100A4 MyoIIA 0, FN deposit inh 6, LGR2 antag -4 and CASP6 VEID inh -4.
Nn1c(Cc2cccc3ccccc23)nnc1SCc1ccccc1Cl was read as esBAF inh 16, FN deposit inh 0, LGR2 antag 3 and Statin myotox sup -3.
Screening C=CCC1(CC=C)CCCN1C(=O)c1cc(COc2ccc(C)nc2)on1 returned SIRT5 inh -5, S100A4 MyoIIA 6, esBAF inh 29, FN deposit inh -6, LGR2 antag -30, Statin myotox sup -11 and CASP6 VEID inh 0.
`COc1ccc2c(COC(=O)CNS(=O)(=O)c3ccc(C)c(C)c3)cc(=O)oc2c1` gave SIRT5 inh -8, S100A4 MyoIIA -4, esBAF inh -2, FN deposit inh 1, LGR2 antag 10, Statin myotox sup 0 and CASP6 VEID inh 1.
For COc1ccccc1C(=O)NCCn1cc(SCC(=O)NCc2ccco2)c2ccccc21 the results were SIRT5 inh -2, S100A4 MyoIIA -15, esBAF inh 5, LGR2 antag 18, Statin myotox sup 0 and CASP6 VEID inh 2.
COc1ccccc1CNC(=O)C[C@H]1CC[C@@H]2[C@H](COC[C@@H](O)CN2C(=O)Nc2ccc(F)cc2)O1 was read as esBAF inh 9, FN deposit inh -6, LGR2 antag 9 and Statin myotox sup -9.
Screening Cc1[nH]c2ccc(C(=O)NCCN3CCCCCC3)cc2c1C returned SIRT5 inh 4, S100A4 MyoIIA 4, esBAF inh -4, FN deposit inh 4, LGR2 antag 4, Statin myotox sup 1 and CASP6 VEID inh -25.
Screening Cn1[nH]cc(C=NC(N)=O)c1=O returned SIRT5 inh 2, S100A4 MyoIIA 17, FN deposit inh 7, LGR2 antag 7 and CASP6 VEID inh -1.
`CN1c2ccc(C3=CCCCC3)cc2[C@@H]2[C@@H](CCN2C(=O)C2CCCC2)[C@H]1CO` gave SIRT5 inh 1, S100A4 MyoIIA -3, esBAF inh -8, FN deposit inh -6, LGR2 antag -10, Statin myotox sup 2 and CASP6 VEID inh -3.
For Cc1cc2c(ncn2C(C)C)c(NS(=O)(=O)c2ccc(F)cc2)c1C the results were SIRT5 inh -2, S100A4 MyoIIA -1, FN deposit inh 11, LGR2 antag 12 and CASP6 VEID inh 1.
Screening CN(CCOc1cccc2ccccc12)Cc1ccccc1 returned SIRT5 inh -1, S100A4 MyoIIA -6, esBAF inh -1, FN deposit inh -7, LGR2 antag -4, Statin myotox sup 10 and CASP6 VEID inh -5.
For O=C(O)CCn1c(SCc2cccc3ccccc23)nc2ccccc21 the results were SIRT5 inh -6, S100A4 MyoIIA -22, esBAF inh 39, LGR2 antag -3, Statin myotox sup 2 and CASP6 VEID inh 1.
For CCOc1c(C)cc(S(=O)(=O)NCc2cccnc2)c(C)c1C the results were SIRT5 inh 0, S100A4 MyoIIA -3, esBAF inh -8, FN deposit inh -5, LGR2 antag 11, Statin myotox sup 9 and CASP6 VEID inh -6.
CCOC(=O)C(=CNc1ccccc1N1CCOCC1)C(=O)OCC was read as SIRT5 inh 0, S100A4 MyoIIA -2, FN deposit inh 2, LGR2 antag 5 and CASP6 VEID inh 8.
Screening CC(=O)C1(O)C(C)CC2C3CC(F)C4(O)CC(O)CCC4(C)C3CCC21C (configuration not stated) returned S100A4 MyoIIA 1, esBAF inh -8, FN deposit inh 0, LGR2 antag 4, Statin myotox sup 0 and CASP6 VEID inh -1.
`COC(=O)[C@@]1(C)[C@H]2C(=O)N(Cc3ccccc3)C(=O)[C@H]2[C@H]2CN=C(SC)N21` gave SIRT5 inh -4, S100A4 MyoIIA 7, esBAF inh -5, FN deposit inh 7, LGR2 antag 15, Statin myotox sup 4 and CASP6 VEID inh -8.
For COc1cccc(CNCc2ccc(C(=O)O)cc2)c1OC the results were SIRT5 inh -2, S100A4 MyoIIA -1, FN deposit inh -5 and CASP6 VEID inh -1.
`CCCC(=O)NC1=C(C#N)C2(CCCC2)Cc2ccccc21` gave esBAF inh 11, FN deposit inh 0 and Statin myotox sup -12.
`NC(=O)c1ccccc1N/C=C/C(=O)c1ccco1` gave esBAF inh 34, LGR2 antag -51 and Statin myotox sup 2.
`COCCCNC(=O)CSC1=Nc2ccccc2C2=NC(Cc3c[nH]c4ccccc34)C(=O)N12` (configuration not stated) gave esBAF inh -9, FN deposit inh -2 and Statin myotox sup 2.
Screening CC1CCN(CCCn2c(SCC(=O)Nc3ccccc3Cl)nc3ccccc3c2=O)CC1 returned S100A4 MyoIIA -7, LGR2 antag 8 and CASP6 VEID inh -1.
Screening N=C1c2ccccc2CN1NC(=O)COc1ccc(Cl)cc1 returned SIRT5 inh -2, S100A4 MyoIIA 0, LGR2 antag 7 and CASP6 VEID inh 8.
O=C(CNC(=O)c1ccc2ccccc2c1)NC1CCCCC1 was read as SIRT5 inh -2, S100A4 MyoIIA -1, esBAF inh 21, FN deposit inh 12, LGR2 antag -3, Statin myotox sup -5 and CASP6 VEID inh 0.
